# ASAP1 inh – ASAP1 ArfGAP inhibition; AID 624377; ASAP1-stimulated ARF1 GTP hydrolysis, GDP FP detection; inhibition, % at 16.5 µM; actives 0.19% (n = 360,000); in the data active = inhibition above about 25%;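 also: 0% = vehicle with enzyme and substrate and 100% = no enzyme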
# ARFGAP1 inhibitor – rat ARFGAP1 inhibition; Q62848; Arfgap1-stimulated ARF1 GTP hydrolysis, GDP FP detection; inhibition, % at 16.5 µM; actives 0.26% (n = 360,000);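 active = inhibition above a per-plate limit, mean inhibition of low control wells plus 3 SD, cut at about 25% in these data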;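 also: 0% = DMSO wells with enzyme and 100% = wells lacking Arfgap1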
# Target sequence (Q62848 1-136 limits assumed): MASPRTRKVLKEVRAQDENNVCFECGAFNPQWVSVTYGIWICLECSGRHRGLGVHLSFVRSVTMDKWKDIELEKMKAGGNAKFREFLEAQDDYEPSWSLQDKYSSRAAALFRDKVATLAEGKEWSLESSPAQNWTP
#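 system = rat Arfgap1 catalytic domain, aa 1-136 | technique = FP, GDP Alexa 633 tracer displaced from anti-GDP antibody, 620/688 nm | compound = one concentration, 16.5 µM, DMSO 1.26% | medium = HEPES-based buffer, pH 7.5 | timing = compound-enzyme preincubation 20 min, reaction 120 min, detection 60 min, 25 °C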
# ADAM10 inh – inhibits human ADAM10 | inhibition, % at 7 µM | recombinant ADAM10, EDANS/DABCYL FRET peptide cleavage, 3 h | actives 0.62% (n = 370,000) | O14672;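 active = inhibition above a per-campaign cutoff equal to the mean of compounds falling between control-based bounds plus 3 SD, cut at about 20% in these data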;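 also: 0% = DMSO wells while the 100% control is not disclosed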
# LEDGF integ inh – blocks HIV-1 LEDGF/p75-dependent DNA integration | TR-FRET IN-LEDGF/p75 DNA integration, Eu/Cy5 | inhibition, % at 3.7 µM | actives 0.64% (n = 370,000) | AID 743269;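 active = inhibition above the screen-wide mean plus 3 SD, cut at about 13% in these data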;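 also: signal is the Cy5 over europium emission ratio at 671 and 618 nm; 0% = plate median of compound wells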
# DDE Tn7 FP inh – disrupts Tn7 cyclic peptide binding to fibrin D-Dimer-E complex; FP displacement of FITC-Tn7 peptide from fibrin DD(E); 0% = median of compound wells per plate; inhibition, % at 8.3 µM; actives 0.13% (n = 370,000); AID 720508;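 active = inhibition above the mean of compounds falling within the control limits plus 3 SD of them, cut at about 14% in these data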;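 also: 0% = plate median of compound wells and 100% = 10 µM Aha-Tn7 peptide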
#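 system = human fibrin DD(E) protein | quantity = DD(E) 2 µM final | medium = Tris/NaCl/CaCl2 buffer, pH 7.8 | also added = labelled Tn7 tracer, 0.1 µM | compound dosing = single point at 8.3 µM | timing = compound with protein 10 min, then 3 h after probe, room temperature | signal = FP measurement | benchmarks = Aha-Tn7 high control | repeats = one replicate per compound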
# Tn6 DDE FP – DD(E)-Tn6 binding inhibition, primary FP screen. P02675. Fibrin DD(E) TRITC-Tn6 fluorescence polarization displacement. inhibition, % at 8.3 µM. actives 0.21% (n = 370,000). AID 720509;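 active = inhibition above a per-campaign cutoff: mean of compounds within control limits plus 3 SD, cut at about 15% in these data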;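 also: 0% = median of all compound wells on the plate and 100% = blocking peptide control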
# PLC-gamma1 inh – blocks human PLC-gamma1 enzyme activity | purified PLC-gamma1, fluorogenic substrate, fluorescence | actives 0.84% (n = 370,000) | AID 720700 | inhibition, % at 12.2 µM | P19174; in the data active = inhibition above about 9.5%
# KLK7 zymogen act – proKLK7 (human) activation, primary screen | P49862 | purified proKLK7, EDANS-DABCYL substrate fluorescence; 100% is mature enzyme control, 0% vehicle | activation, % at 7 µM | actives 0.9% (n = 370,000) | AID 652039;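 active = activation above the mean of all tested compounds plus 3 SD, computed per campaign excluding outliers beyond control limits, cut at about 13% in these data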
# ADAM17 inh – inhibitors of human ADAM17 | P78536 | recombinant ADAM17, EDANS/DABCYL FRET peptide cleavage | inhibition, % at 6.95 µM | actives 0.83% (n = 370,000) | AID 720648;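 active = inhibition above the mean of compounds lying between control limits plus 3 SD, set per campaign, cut at about 8.5% in these data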;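 also: 0% = DMSO-only wells as the low control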
# Target sequence (P78536 215-824 limits assumed): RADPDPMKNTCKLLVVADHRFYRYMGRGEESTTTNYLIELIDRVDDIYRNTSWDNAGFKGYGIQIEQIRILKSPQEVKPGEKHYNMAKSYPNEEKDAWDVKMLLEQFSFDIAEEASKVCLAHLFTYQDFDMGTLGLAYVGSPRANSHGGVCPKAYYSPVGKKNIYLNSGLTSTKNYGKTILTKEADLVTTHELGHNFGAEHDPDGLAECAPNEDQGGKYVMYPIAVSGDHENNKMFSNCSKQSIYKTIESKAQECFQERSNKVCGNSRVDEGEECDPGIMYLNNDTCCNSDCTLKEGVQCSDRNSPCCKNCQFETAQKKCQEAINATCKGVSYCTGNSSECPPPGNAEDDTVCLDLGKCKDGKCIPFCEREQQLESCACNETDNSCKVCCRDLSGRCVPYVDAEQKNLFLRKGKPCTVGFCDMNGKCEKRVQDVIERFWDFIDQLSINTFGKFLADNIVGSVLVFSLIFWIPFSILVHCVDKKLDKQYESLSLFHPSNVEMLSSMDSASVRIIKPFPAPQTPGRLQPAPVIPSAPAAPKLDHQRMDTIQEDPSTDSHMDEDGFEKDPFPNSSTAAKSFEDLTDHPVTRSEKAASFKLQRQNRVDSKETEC
# TDP2 inh – TDP2 (human) inhibition, absorbance primary screen | actives 0.34% (n = 370,000) | O95551 | inhibition, % at 12.8 µM | AID 720702 | recombinant TDP2, T5PNP hydrolysis, p-nitrophenol absorbance 415 nm;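 active = inhibition above the mean of all tested compounds plus 3 SD, set per campaign, cut at about 25% in these data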;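 also: 0% = DMSO with enzyme and 100% = buffer with substrate but no TDP2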
# Target sequence (O95551 whole entry, looked up): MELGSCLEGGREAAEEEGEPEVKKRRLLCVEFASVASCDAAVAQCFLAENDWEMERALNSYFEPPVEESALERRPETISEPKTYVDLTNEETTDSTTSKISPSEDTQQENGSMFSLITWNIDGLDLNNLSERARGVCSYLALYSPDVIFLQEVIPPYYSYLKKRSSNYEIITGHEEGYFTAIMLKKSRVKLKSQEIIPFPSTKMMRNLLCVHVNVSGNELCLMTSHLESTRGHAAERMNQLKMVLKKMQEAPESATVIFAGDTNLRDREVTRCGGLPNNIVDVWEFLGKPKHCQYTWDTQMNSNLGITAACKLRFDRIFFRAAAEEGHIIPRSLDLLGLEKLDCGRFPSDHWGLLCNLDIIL
#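 Test system: Human TDP2 enzyme | Reagent: 5 mM T5PNP | Compound dosing: 12.8 µM single point, 1% DMSO | Incubation: Enzyme reaction with compound for 2 h at 37 °C | Technique: p-Nitrophenol epi absorbance | Read-out: % inhibition relative to enzyme-containing and enzyme-free wells | Benchmarks: High control without enzyme, low control DMSO plus TDP2 | Replicates: Singlicate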
# An asterisk follows results filed as active.
# Every second line gives: ADAM17 inh	ASAP1 inh	DDE Tn7 FP inh	KLK7 zymogen act	TDP2 inh	PLC-gamma1 inh	ADAM10 inh	Tn6 DDE FP	LEDGF integ inh	ARFGAP1 inhibitor
CCn1c(SCC(=O)Nc2nnc(C)s2)nc2c(c1=O)SC(C)C2 (stereo unspecified)
 : -0.2	-12.3	4.8	0.2	8.1	2.3	-2.7	1.7	-1.2	-3.2
Cc1ccc(-c2ccc(S(=O)(=O)N3CCN(C)CC3)cc2)cc1
 : -4.4	4.9	-4.9	-0.9	12.7	7.1	-7.9	-5.9	-1.5	2.2
Cc1cc(N2CC(C(=O)NCc3cccs3)CC2=O)ccc1C(C)C (stereo unspecified)
 : -0.8	-1.5	-1.6	-0.2	1.4	-0.7	6.4	-3.8	-4.2	-2.8
CCOC(=O)CSc1nc(N)nc(C)c1Br
 : -5.4	6.5	-0.2	0.8	4.4	-2.1	-4.1	-4.9	-2.4	1.6
CCCCc1nc2ccccc2c(N)c1CCC (tested in a mixture with another compound)
 : 0.4	-13.3	-3.4	0.3	1.4	-0.9	-7.7	-0.8	0.1	-10.9
Cc1cccc(S(=O)Cc2ccc(C(=O)N3CCN(C(=O)c4ccco4)CC3)o2)c1 (stereo unspecified)
 : -1.0	4.8	2.0	-0.4	-14.5	3.0	-17.4	-2.9	-3.6	2.4
Cc1nnc(SCc2cc(=O)n3[nH]cnc3n2)s1
 : -3.3	6.1	-7.3	-0.1	9.6	-3.8	-7.4	7.9	2.9	2.0
Cc1ccc(Cn2nc(C)c(NC(=O)c3nn(C)cc3Cl)c2C)cc1
 : -3.0	-0.2	0.6	0.4	5.7	1.9	-6.5	-6.7	1.4	-6.3
Cc1nc(SCC(=O)N2CCC(Cc3ccccc3)CC2)[nH]c(=O)c1C
 : 0.5	21.0	-10.0	0.2	5.2	-1.0	5.8	3.5	2.2	0.8
CCOC(=O)c1nc(C)sc1-c1ccnn1S(=O)(=O)c1ccccc1C(F)(F)F
 : 0.6	-9.0	-0.1	0.0	-16.1	2.5	-1.2	1.6	-1.0	10.0
Cc1ccc(S(=O)(=O)N2C[C@@H]3[C@H]4CC[C@H](C4)[C@@H]3[C@@H](C)[C@H]2C#N)cc1
 : -1.6	-9.4	4.9	0.1	5.6	1.0	-5.5	2.1	-5.1	-11.4
Cc1nc(NC(=S)NC(=O)COc2ccccc2Cl)ccc1Br
 : -4.5	-3.1	5.4	-0.4	-5.0	1.7	-6.5	-1.6	-5.2	10.4
O=C(CSc1nnc(-c2ccc(F)cc2)n1CC1CCCO1)NCc1ccco1 (stereo unspecified)
 : 2.0	13.1	-8.0	-0.6	-0.4	6.5	-2.2	4.4	2.2	-3.0
O=C(c1ccc2c(c1)OCCCO2)c1cccs1
 : 1.2	-2.0	-0.1	0.1	-11.8	3.0	-8.9	0.6	0.1	9.1
O=C(NCCCN1CCN(c2ccc(F)cc2)CC1)Nc1ccc([N+](=O)[O-])cc1
 : -4.2	6.7	-2.4	0.2	9.0	3.5	-4.3	-5.0	-2.9	2.2
COCCNC(=O)c1c[nH]c2cc(OC)c(OC)cc2c1=O
 : -7.5	1.3	6.2	0.5	-0.9	-1.3	-4.5	8.2	-3.3	-7.1
CSc1ccccc1OCc1cc(C(=O)N(C)Cc2ccc3nsnc3c2)no1
 : 0.7	-10.8	-8.5	0.5	-8.7	0.9	5.9	-2.7	1.1	4.7
CC(C)N1CCCC(C)(C(=O)Nc2ccccc2)C1 (stereo unspecified)
 : 1.9	3.8	2.5	0.0	-1.2	1.9	-5.1	4.7	0.0	1.3
CC(NC(=O)Cc1ccc([N+](=O)[O-])cc1)c1ccc2c(c1)OCO2 (stereo unspecified)
 : -3.8	4.5	1.7	-0.4	9.8	0.6	4.8	-1.3	0.6	1.7
COc1ccc(C(=O)N2CCC(C(=O)Nc3ccccc3C)CC2)cc1OC
 : -2.1	-4.9	-2.5	0.2	-7.9	2.6	-9.8	7.3	-0.4	10.5

# Reprinted from the part before: 2 compounds; new compounds follow.
# Every second line gives: ADAM17 inh	ASAP1 inh	DDE Tn7 FP inh	KLK7 zymogen act	TDP2 inh	PLC-gamma1 inh	ADAM10 inh	Tn6 DDE FP	LEDGF integ inh	ARFGAP1 inhibitor
CC(NC(=O)Cc1ccc([N+](=O)[O-])cc1)c1ccc2c(c1)OCO2 (stereo unspecified)
 : -3.8	4.5	1.7	-0.4	9.8	0.6	4.8	-1.3	0.6	1.7
COc1ccc(C(=O)N2CCC(C(=O)Nc3ccccc3C)CC2)cc1OC
 : -2.1	-4.9	-2.5	0.2	-7.9	2.6	-9.8	7.3	-0.4	10.5
COc1ccc(NC(=O)CN(C)C(=O)c2c(C)nn(Cc3ccccc3)c2C)cc1
 : -0.1	-1.3	-0.4	0.8	5.5	1.4	5.5	-5.5	3.8	-2.1
Cc1cc(C)c2nc(N3CCCC(C(=O)NCCN4CCOCC4)C3)sc2c1 (stereo unspecified)
 : -3.6	5.3	-1.6	-0.1	10.2	-1.3	-3.7	-3.0	1.3	-2.8
COc1c(C)cc(C(=O)C2CCCN(C(=O)c3snnc3C)C2)cc1C (stereo unspecified)
 : 0.0	4.1	-4.1	-1.4	-6.8	3.2	5.2	-3.9	1.3	0.3
S=c1[nH]c2nc(Cl)c(Cl)nc2[nH]1
 : -48.7	-7.3	7.0	-0.2	-13.1	-34.9	-230.8	7.1	-0.3	-18.4
COc1ccc(OCC(=O)N/N=C/c2ccc(N(C)C)cc2)cc1
 : -98.0	5.5	4.7	1.2	-1.3	-46.8	-306.1	0.2	-0.4	-0.1
COc1ccc(/C=N/n2c(C)cc(C)cc2=O)cc1
 : -0.6	-9.3	2.5	-0.1	0.2	1.0	-0.2	4.5	-0.9	1.9
CC(=O)Nc1ccc(C(=O)Nc2ccncc2)cc1
 : 3.0	4.0	-2.6	-0.5	1.2	0.1	-0.4	-4.3	-1.6	5.7
CC1CCN(Cc2nnc(-c3cccc(Br)c3)o2)CC1
 : -8.8	-7.6	0.8	0.0	2.7	-3.5	4.2	-1.9	-7.1	1.7
O=C(Cn1cnc2ccccc21)N/N=C/c1ccccc1[N+](=O)[O-]
 : 0.4	-2.5	-5.2	0.4	-14.1	1.8	2.4	4.6	-3.4	1.0
COc1cccc(NC(=O)CN(C)S(=O)(=O)c2ccc3[nH]c(=O)oc3c2)c1
 : -1.6	-7.5	-7.5	-0.1	3.7	-0.2	-7.0	-5.1	0.2	2.7
COC(=O)CSc1nnc(CCc2ccccc2)n1C
 : -1.2	-13.2	1.8	0.0	3.9	1.5	-7.1	-3.4	-0.7	-5.4
Cc1cc(C)n(-c2ccc(C(=O)OCc3ccccc3)cc2)n1
 : 3.0	-0.6	-6.7	-0.6	1.8	1.1	0.7	-0.3	3.3	-0.5
Cc1nc2ccc(S(=O)(=O)Nc3cccc(-c4nc5cccnc5s4)c3C)cc2s1
 : 3.8	6.9	-1.7	0.5	0.6	-18.2	-10.1	3.8	-0.4	8.7
CCc1ccc2c(c1)C(c1ccc([N+](=O)[O-])cc1)=NNC(c1ccccc1)=N2
 : 4.6	-6.8	5.3	0.1	-6.4	1.9	11.3	-2.1	-4.1	11.6
Cn1c(C(=O)O)c(CC(=O)Nc2ccccc2F)c2ccccc21
 : -2.1	21.4	2.2	-0.2	6.5	5.4	6.3	-2.4	-4.7	4.6
CCC(C)N(CCNC(=O)CC1Oc2ccc(C)cc2NC1=O)C1CCCCC1 (stereo unspecified)
 : -2.7	-11.2	-5.2	0.1	-3.4	-0.7	-14.0	0.8	-1.5	2.4
CC(=O)CC(=O)Nc1ccc(Nc2ccccc2)cc1
 : 2.8	-4.1	-1.0	-0.7	-7.6	-3.0	1.9	7.8	-3.4	11.8
COc1ccc(C(=O)Sc2ccc(Cl)cc2)cc1OC
 : -3.6	-13.3	-7.8	-0.3	0.9	-0.1	1.9	-8.4	0.8	6.8
O=C(CN1CCOCC1)Nc1ncc(Cc2cccc3ccccc23)s1
 : 1.3	-11.5	-4.5	0.2	-7.1	2.0	10.6	-0.9	0.2	3.3
COc1ccc(NC(=O)/C=C/c2ccccc2)cn1
 : -4.2	9.4	-5.8	1.4	-0.8	-3.1	-8.9	-0.7	-2.0	-4.1

# Structural class: those above containing a furan ring, fused or not (two)
# Every second line gives: ADAM17 inh	ASAP1 inh	DDE Tn7 FP inh	KLK7 zymogen act	TDP2 inh	PLC-gamma1 inh	ADAM10 inh	Tn6 DDE FP	LEDGF integ inh	ARFGAP1 inhibitor
Cc1cccc(S(=O)Cc2ccc(C(=O)N3CCN(C(=O)c4ccco4)CC3)o2)c1 (stereo unspecified)
 : -1.0	4.8	2.0	-0.4	-14.5	3.0	-17.4	-2.9	-3.6	2.4
O=C(CSc1nnc(-c2ccc(F)cc2)n1CC1CCCO1)NCc1ccco1 (stereo unspecified)
 : 2.0	13.1	-8.0	-0.6	-0.4	6.5	-2.2	4.4	2.2	-3.0

# Next section.
# Every second line gives: ADAM17 inh	ASAP1 inh	DDE Tn7 FP inh	KLK7 zymogen act	TDP2 inh	PLC-gamma1 inh	ADAM10 inh	Tn6 DDE FP	LEDGF integ inh	ARFGAP1 inhibitor
Cc1nc(SCC(=O)N2CCOCC2)c2ccsc2n1
 : 0.0	10.2	-2.2	-0.2	1.4	3.6	15.0	1.7	-2.5	-1.8
O=C(c1c(F)cccc1F)N1CCCC(c2nc(-c3cccs3)no2)C1 (stereo unspecified)
 : -1.8	-3.0	-5.3	-0.1	6.6	-2.9	-3.3	0.8	0.0	-10.5
S=c1nc(C2COc3ccccc3O2)[nH][nH]1 (stereo unspecified)
 : -2.8	-4.9	6.2	-0.3	-0.7	-2.2	0.8	-3.7	2.6	-6.6
CC(=O)Nc1ccc(C)c([N+](=O)[O-])c1
 : -3.2	3.9	-2.4	0.7	10.7	-1.8	-2.3	3.9	-0.7	12.0
Cc1ccc(C(=O)Nc2nc(=O)n(C(=O)c3ccccc3C)s2)cc1
 : 1.0	-6.1	6.2	-0.1	4.8	0.3	-1.5	2.3	-0.9	-1.4
CC1CCN(C2(O)C(=O)Nc3ccc(Cl)cc32)CC1 (stereo unspecified)
 : -2.5	9.9	4.6	0.6	-16.2	0.5	5.2	-11.8	1.7	2.9
Cc1cc[n+](CC[n+]2ccc(C)cc2)cc1
 : -4.3	15.6	3.6	-0.1	3.2	-8.0	-4.7	0.9	-0.8	-7.2
CCOc1ccc(S(=O)(=O)NCCC(=O)N2CCN(C(C)=O)CC2)cc1
 : -0.1	2.9	8.6	-0.2	-4.2	-0.7	-12.4	4.9	-3.0	3.4
CCN(CC)c1ccc(CNCc2cccs2)cc1
 : 0.4	7.6	-2.5	-0.1	-7.5	2.1	13.5	-1.2	1.3	3.0

# An unsorted share of the library; about 4.2% have a hit in one of these screens.
